Screening data as filed in PubChem BioAssay.
Bim-Bcl-W: inhibitors of Bim binding to Bcl-W, primary screen, biochemical, multiplexed, bead-based flow cytometry | Bim peptide-Bcl-W binding | inhibition, % at 10 µM | 190,000 compounds, 0.02% hits;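 also: 0% = bound tracer without compound and 100% = peptide blocker; higher means less fluorescent Bim peptide bound to Bcl-W beads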
RGS4-Gao reg: modulators of RGS4 binding to Galphao, primary screen, biochemical, multiplexed bead flow cytometry; binding response (% of control), % at 10 µM; AID 1415, 2008; actives lie on both sides; 220,000 compounds, 0.33% hits; Guanine nucleotide-binding protein G(o) subunit alpha (Homo sapiens), P09471; in the data active = binding response below about 49% or above about 150%; inactive = in between;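 also: fluorescent Galphao activated with aluminum fluoride binding bead-coupled RGS4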
Target sequence (P09471 whole entry, looked up): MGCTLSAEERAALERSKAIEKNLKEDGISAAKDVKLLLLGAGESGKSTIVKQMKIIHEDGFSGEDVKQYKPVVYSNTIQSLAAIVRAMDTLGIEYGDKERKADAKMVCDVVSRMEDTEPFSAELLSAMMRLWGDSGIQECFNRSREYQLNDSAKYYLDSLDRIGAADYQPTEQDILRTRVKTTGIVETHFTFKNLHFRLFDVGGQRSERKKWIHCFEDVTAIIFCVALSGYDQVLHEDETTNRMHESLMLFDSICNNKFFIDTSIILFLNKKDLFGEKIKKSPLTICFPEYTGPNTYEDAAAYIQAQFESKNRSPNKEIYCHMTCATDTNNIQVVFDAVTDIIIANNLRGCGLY
Bim-Mcl-1: inhibitors of Bim peptide binding to Mcl-1, primary screen, biochemical, bead-based flow cytometry, multiplex; Bim peptide-Mcl-1 binding; AID 1009, 2008; inhibition, % at 10 µM; Induced myeloid leukemia cell differentiation protein Mcl-1 (Homo sapiens), Q07820; 190,000 compounds, 0.1% hits;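 also: 0% = no compound tracer wells and 100% = peptide blocker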
Bim-Bcl-B: inhibitors of Bim-Bcl-B binding, primary screen, biochemical, multiplexed, human Bcl-2 family; 190,000 compounds, 0.073% hits; Bcl-2-like protein 10 (Homo sapiens), Q9HD36; inhibition, % at 10 µM; bead-based flow cytometry, Bim peptide-Bcl-B binding;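 also: 0% = tracer peptide without compound and 100% = reference inhibitor peptide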
Target sequence (Q9HD36 whole entry, looked up): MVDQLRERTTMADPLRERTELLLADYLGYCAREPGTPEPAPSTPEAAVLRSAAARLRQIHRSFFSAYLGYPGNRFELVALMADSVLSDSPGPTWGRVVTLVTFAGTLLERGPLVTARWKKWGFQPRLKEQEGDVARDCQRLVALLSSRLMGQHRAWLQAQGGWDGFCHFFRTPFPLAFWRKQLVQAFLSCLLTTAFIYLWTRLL
RGS8-Gao: RGS8-Galphao binding modulators, primary screen, biochemical, multiplexed bead flow cytometry. 220,000 compounds, 0.34% hits. AID 1423, 2008. response (percent of control binding), % at 10 µM. actives lie on both sides. Guanine nucleotide-binding protein G(o) subunit alpha (Homo sapiens), P09471; in the data active = response below about 60% or above about 140%; inactive = in between;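 also: Galphao activated as the GDP aluminium fluoride complex binding bead-coupled RGS8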
Bim-Bfl-1: inhibitors of Bim binding to Bfl-1, primary screen, biochemical, multiplexed, bead-based flow cytometry; Bim-Bfl-1 binding inhibition; 190,000 compounds, 0.12% hits; Bcl-2-related protein A1 (Homo sapiens), Q16548; inhibition, % at 10 µM; AID 1008, 2008;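 also: 0% = wells without compound plus tracer and 100% = blocker peptide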
Bcl-2 Bim block: inhibitors of Bim-Bcl-2 binding, primary screen, biochemical, multiplexed, human Bcl-2 family. 190,000 compounds, 0.06% hits. Apoptosis regulator Bcl-2 (Homo sapiens), P10415. AID 950, 2007. inhibition, % at 10 µM. Bead-based flow cytometry, Bim peptide-Bcl-2 binding; in the data active = inhibition above about 40%; inconclusive = no clear call, values can overlap the other calls;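 also: 0% = no compound wells with probe peptide and 100% = reference peptide inhibitor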
Target sequence (P10415 whole entry, looked up): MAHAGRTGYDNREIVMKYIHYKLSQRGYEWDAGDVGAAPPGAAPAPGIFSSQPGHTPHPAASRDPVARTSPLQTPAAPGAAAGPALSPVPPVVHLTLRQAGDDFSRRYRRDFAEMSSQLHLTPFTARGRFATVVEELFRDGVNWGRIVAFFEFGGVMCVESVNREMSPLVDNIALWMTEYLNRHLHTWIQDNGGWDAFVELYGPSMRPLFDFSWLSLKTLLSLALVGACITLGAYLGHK
RGS7-Gao: RGS7-Galphao binding modulators, primary screen, biochemical, multiplexed bead flow cytometry; Guanine nucleotide-binding protein G(o) subunit alpha (Homo sapiens), P09471; actives lie on both sides; binding response (% of control), % at 10 µM; 220,000 compounds, 0.35% hits; AID 1439, 2008; in the data active = binding response below about 49% or above about 150%; inconclusive = no clear call, values can overlap the other calls; inactive = in between;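 also: fluorescent Galphao held in activated GDP-AlF4 state binding bead-coupled RGS7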
Mcl1-Bid inh: Mcl-1/Bid binding inhibitors, primary screen, biochemical, TR-FRET, 1536-well; Induced myeloid leukemia cell differentiation protein Mcl-1 (Homo sapiens), Q07820; TR-FRET Mcl-1/Bid-Dy647 peptide binding; inhibition, % at 21.7 µM; 220,000 compounds, 0.97% hits;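 active = compounds that cut the binding signal by more than half at the single screening dose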;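 also: His-tagged Mcl-1 with europium anti-His antibody binding Bid BH3 peptide; 0% = Mcl-1 plus peptide wells and 100% = peptide-only wells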
Bim-Bcl-XL: inhibitors of Bim-Bcl-XL binding, primary screen, biochemical, multiplexed, bead flow cytometry, human Bcl-XL. Bcl-2-like protein 1 (Homo sapiens), Q07817. 190,000 compounds, 0.04% hits. inhibition, % at 10 µM. Bim peptide-Bcl-XL binding, fluorescence. AID 1007, 2008
Target sequence (Q07817 whole entry, looked up): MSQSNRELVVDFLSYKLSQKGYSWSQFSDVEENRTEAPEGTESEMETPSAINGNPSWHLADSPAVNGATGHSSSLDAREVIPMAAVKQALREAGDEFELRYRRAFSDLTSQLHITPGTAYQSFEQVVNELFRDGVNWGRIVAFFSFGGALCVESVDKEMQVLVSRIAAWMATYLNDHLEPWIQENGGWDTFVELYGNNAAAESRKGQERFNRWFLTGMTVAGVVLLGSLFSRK
GSH bead fluor: compound fluorescence on glutathione beads, profiling panel, artefact control, biophysical, 488/530 nm, flow cytometry; fluorescence (KMESF) at 10 µM; GSH beads flow cytometry, compound fluorescence 488/530 nm; active compounds read high; AID 1776, 2009; 190,000 compounds, 0.25% hits; in the data active = fluorescence above about 89;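 also: glutathione beads carrying GST-tagged Bcl family fusion proteins plus one bare bead set; values are compound well signal with DMSO vehicle wells as background; inactives centre near 16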
* marks the source's active call; other numbers are inactive results; ? = inconclusive. Rule as the data show it, unless noted: active = inhibition above about 40%. This is a random part of the collection (roughly 1.8% active in at least one column).

SMILES	Bim-Bcl-W	RGS4-Gao reg	Bim-Mcl-1	Bim-Bcl-B	RGS8-Gao	Bim-Bfl-1	Bcl-2 Bim block	RGS7-Gao	Mcl1-Bid inh	Bim-Bcl-XL	GSH bead fluor
COc1cc2nc(C3CCC3)n(NC(=O)C(OC(C)=O)c3ccccc3)c(=O)c2cc1OC (configuration not stated)	-1	98	-2	-14	98	-12	-10	94	-19	-9	13
O=C(NCc1cccnc1)C(=O)Nc1nc2ccccc2s1	0	101	0	0	102	-2	1	100	-5	-2	13
O=C(NCc1ccco1)c1ccc(N2CCCCC2)c([N+](=O)[O-])c1	-4	93	-4	-6	103	-1	-1	94	-18	-4	7
c1ccc(CN2CCCC3(CCCN(Cc4nc(COc5ccccc5)no4)C3)C2)cc1 (configuration not stated)	-1	102	-2	-5	102	-4	-5	101	-12	-3	15
Cc1ccccc1C(=O)NCCNc1ccc([N+](=O)[O-])cc1	-6	105	0	-8	104	-3	-3	109	-23	-1	22
Cc1ccc(C)c(C(=O)CSc2n[nH]c(C(C)C)n2)c1	0	101	-2	-9	105	-11	-7	103	-32	-4	14
Cc1ccc(NC(=O)c2ccncc2)cc1[N+](=O)[O-]	-3	102	-2	-6	103	-7	-3	104	-14	-6	16
COCCCNC(=O)CSC1=Nc2ccccc2C2=NC(CC(=O)NCc3ccccc3)C(=O)N12 (configuration not stated)	0	97	0	-1	97	0	-2	96	18	0	12
COC(=O)c1c(NC(=O)CN2CCCc3ccccc32)sc(C)c1C	-31	96	-5	-4	104	0	-5	91	-53	-9	5
CC(C)(C)c1ccc(-c2nc3n(c(=O)c2C#N)CCS3)cc1	-1	99	0	-10	99	-2	0	100	-11	-5	21
CCC(=O)N(Cc1cc2cc(OC)ccc2[nH]c1=O)c1cc(C)ccc1C	-4	102	0	-3	100	-2	-2	102	-8	-4	23
COC(=O)C1=C(C)N(c2ccc(C)cc2)/C(=C/c2ccc(O)cc2)C1=O	0	100	0	-5	100	-3	-2	104	-11	-2	12
Cc1occc1C(=O)NCCc1ccc(Cl)cc1	-1	97	-2	-8	100	-8	-6	94	17	-10	34
CC(C)(C)c1cn(-c2ccccc2)c(=S)[nH]1	-3	93	0	-3	96	-1	-2	96	-48	-2	17
C#CCOCCOCCOCCNc1nc(N2CCN(C(=O)[C@H](CCC(=O)O)n3cc(C(N)CC(C)C)nn3)CC2)nc(N2CCN(C(=O)[C@H](Cc3cc4ccccc4[nH]3)n3cc(C(N)CC(C)C)nn3)CC2)n1 (some centres not stated)	0	90	-2	-7	97	-3	-2	90	30	-3	17
OC(c1cccc(OCc2ccccc2)c1)c1nnc(-c2ccccc2)o1 (configuration not stated)	0	99	-5	-8	102	-19	-9	100	16	-7	34
CCc1ccc(C(=O)c2cncc(Br)c2)cc1	0	109	-4	-9	109	-19	-11	112	-4	-7	27
Cc1cc(C)n2nc3nc4c(cc3c2n1)CCCC4	-3	93	-2	-2	95	0	-2	96	15	-1	19
CCCOc1ccc(/C=C/C(=O)Nc2ccc([N+](=O)[O-])cc2C)cc1OC	0	98	-2	-8	103	-12	-4	106	-13	-5	32
COc1ccc(N2CCN(C(=O)c3ccc4c(Cl)c5c(nc4c3)CCCC5)CC2)cc1	-6	101	-5	-11	102	0	0	102	-13	-5	13
CC(=O)Oc1c(C)c(=O)n(C)c2ccccc12	21	95	25	21	98	35	25	93	-20	32	5
CCCC(=O)OCC(=O)Nc1ccc(OC(F)F)cc1	3	101	-26	-14	101	-11	-11	100	-22	0	38
COC(=O)c1ccc(Oc2cc(C)nc(Cl)n2)cc1	-2	97	1	-5	105	-15	-4	96	-17	-2	20
CC(=O)N1N=C(c2ccccc2O)OC1(C)CC(=O)Nc1ccccc1 (configuration not stated)	-3	100	-3	-5	103	-14	-7	101	-34	-7	9
Cc1c(N2C(=O)C(C)SC23C(=O)Nc2ccccc23)c(=O)n(-c2ccccc2)n1C (configuration not stated)	9	104	1	-2	102	-11	0	98	-11	0	7
CCN(C1CCCCC1)S(=O)(=O)c1cn(C)c(=O)n(C)c1=O	1	108	17	-4	108	-8	-6	106	-8	1	23
CC1CC(C)CN(S(=O)(=O)c2ccc(C(=O)N(c3ccccn3)C3CCCCC3)cc2)C1 (configuration not stated)	-1	98	-2	-6	100	-1	-2	95	-7	-1	20
O=C(O)/C=C/C(=O)Nc1ccc2nccnc2c1	5	103	2	-1	101	0	3	97	1	5	23
CC(C)CC(C(=O)OCC(=O)c1c(N)n(C)c(=O)n(C)c1=O)N1C(=O)C2CC=CCC2C1=O (configuration not stated)	-1	104	-2	-3	104	-4	-3	?	-12	-1	17
Cc1nc2cc(NC(=O)COc3ccccc3C#N)ccc2n1-c1ccccc1	4	102	0	-4	101	-13	-1	99	9	-2	21

Arranged by formula weight (smallest number first): some entries from above.
SMILES	Bim-Bcl-W	RGS4-Gao reg	Bim-Mcl-1	Bim-Bcl-B	RGS8-Gao	Bim-Bfl-1	Bcl-2 Bim block	RGS7-Gao	Mcl1-Bid inh	Bim-Bcl-XL	GSH bead fluor
CCN(C1CCCCC1)S(=O)(=O)c1cn(C)c(=O)n(C)c1=O	1	108	17	-4	108	-8	-6	106	-8	1	23
CCCOc1ccc(/C=C/C(=O)Nc2ccc([N+](=O)[O-])cc2C)cc1OC	0	98	-2	-8	103	-12	-4	106	-13	-5	32
Cc1nc2cc(NC(=O)COc3ccccc3C#N)ccc2n1-c1ccccc1	4	102	0	-4	101	-13	-1	99	9	-2	21

More compounds:
SMILES	Bim-Bcl-W	RGS4-Gao reg	Bim-Mcl-1	Bim-Bcl-B	RGS8-Gao	Bim-Bfl-1	Bcl-2 Bim block	RGS7-Gao	Mcl1-Bid inh	Bim-Bcl-XL	GSH bead fluor
Cc1cccc(N2C(=O)CCC2=O)c1	-3	97	-2	-7	100	2	-7	97	10	-8	20
CC(=O)NC1=NN(C(C)=O)C(c2ccc(C)cc2)S1 (configuration not stated)	5	92	0	7	99	4	13	97	2	3	22
O=C(CC1CCCCC1)NCc1ccccn1	-1	99	0	-6	99	-13	-7	96	-18	4	39
Cc1cccc(N(C(=O)c2csnn2)C(C(=O)NC(C)(C)C)c2cccs2)c1 (configuration not stated)	0	104	-1	-6	105	-8	-6	101	-9	0	10
CC(C)Cn1cc(C(=O)N2CCOCC2)c2c3ccccc3n(C)c2c1=O	0	106	-2	0	105	-1	1	105	15	0	15
COc1cccc(C2C=C(Nc3ccccc3)C(=O)N2c2ccccc2)c1 (configuration not stated)	0	90	0	-2	92	-2	0	88	-25	-3	21
COc1ccc(-c2[nH]nc3c2C2(C(=O)N(CC(=O)O)c4ccccc42)C(C#N)=C(N)O3)cc1OC (configuration not stated)	-3	100	-1	-6	93	-1	-1	99	-34	-3	9
S=C(Nc1ccc(Cl)cc1)N1CCCCC1	2	103	0	-2	105	3	7	103	-63	-2	5
CC(C)C(=O)NCCc1nc2ccccc2n1CCc1ccccc1	-3	98	0	-7	99	-8	-6	?	-7	-2	16
Cc1ccc(NC(=O)C(=O)NCc2ccco2)c(C)c1	1	100	1	0	99	0	1	100	-20	-1	24
Cn1nc(C(=O)Nc2ccc(S(=O)(=O)N3CCCCC3)cc2)ccc1=O	0	104	0	-1	103	0	0	103	-16	-2	24
Cc1nn(CC(=O)NCCCN2CCOCC2)c(C)c1[N+](=O)[O-]	-1	105	-2	-11	106	-13	-12	102	2	6	25
CCOc1ccc(C(=O)NCC(c2cccs2)N(C)C)cc1OCC (configuration not stated)	-2	107	-7	-4	124	-12	-11	108	-26	-4	19
CCOC(=O)c1c(C)n(C)c2cc(Br)c(C)cc12	-1	101	1	-5	98	-12	-8	98	4	-2	13
COc1cccc(-c2nnc(SCc3nc4ccccc4s3)n2C)c1	-2	101	0	-4	100	-7	-4	106	-12	-2	70
COc1ccc(-n2nc(C(=O)NCC(=O)NCC3COc4ccccc4O3)c3ccccc3c2=O)cc1OC (configuration not stated)	-1	100	0	-7	102	-1	-1	?	-23	-1	16
COc1ccc(OC)c(C2/C(=C(\O)c3ccc(OC)c(Cl)c3)C(=O)C(=O)N2CCN(C)C)c1 (configuration not stated)	0	99	5	-2	101	-15	-8	96	-36	-5	11
Cc1c(NC(=O)C(C)Sc2ccccc2)c(=O)n(-c2ccccc2)n1C (configuration not stated)	3	107	-2	-7	99	-4	-7	101	1	6	48
O=C(CSCc1cccc(Cl)c1)N/N=C/c1ccc(OCC(=O)N2CCCCC2)cc1	0	100	0	-1	102	0	-2	103	-12	0	21
CCc1c(C)sc(NC(=O)c2cc(C3CC3)on2)c1C#N	1	102	1	-5	90	-6	-6	96	-14	-1	20
COc1ccc(CCNC(=O)CSc2nc3cc(Cl)ccc3o2)cc1OC	-3	96	-6	-11	96	-18	-14	98	-27	-5	29
Nc1ccc(OCC(O)C[n+]2ccc(CCS(=O)(=O)[O-])cc2)cc1 (configuration not stated)	4	100	0	0	97	2	-1	?	-13	1	11
COCCCn1cn[nH]c1=S	0	103	-4	-10	101	1	-4	101	-22	-3	16
C=CCc1c(C)nc(-c2ccccc2)nc1N/N=C/c1ccncc1	-3	95	0	-3	94	-4	-1	100	-17	-2	25
COc1cc(OC)cc(C(=O)NCCNC(=O)c2ccccc2)c1	0	101	0	-1	101	-1	-2	102	-11	-3	12
N#Cc1ccc(N2CCCC2C(=O)O)c([N+](=O)[O-])c1 (configuration not stated)	0	97	-2	-2	99	-4	-5	99	-27	0	14
CCOC(=O)CNC(=O)CSc1nc2sc(C)c(C)c2c(=O)n1C	1	100	1	-7	100	-9	-7	99	1	-7	26
O=C(c1cnccn1)N1CCN(C/C=C/c2ccccc2)CC1	-2	116	-1	0	119	1	3	115	-68	1	22
O=S(Cc1ccc(Br)cc1)Cc1nnc(SCc2ccc(Cl)cc2)n1-c1ccccc1 (configuration not stated)	14	90	9	6	97	13	7	89	-6	14	13
CCOC(=O)c1c(NC(=O)C(=O)N/N=C/c2ccc(OCC)cc2)sc2c1CCCCC2	0	100	0	-2	99	0	2	99	-32	-3	6
O=C(NNS(=O)(=O)c1ccc(F)cc1)c1sccc1-n1cccc1	0	101	1	1	102	-1	2	104	-20	0	16
O=C(NCc1ccco1)c1c(F)cccc1Cl	0	103	1	1	101	1	3	100	-51	-1	13
CC1(C)CC(=O)N(CC(=O)NCc2ccc(F)cc2)c2ccccc2S1(=O)=O	3	102	0	-4	103	-10	-8	97	8	-5	22
CC(=O)NCC(=O)OCc1ccc([N+](=O)[O-])cc1	-5	103	-2	-7	99	-3	-3	111	-9	-5	15
